# Screening data deposited in PubChem BioAssay by several laboratories.
# NPR1 activator: GC-A (human) enzyme activation; activation, % at 10 µM; hit rate 0.14% among 370,000; P16066; HEK293 GC-A cells, cGMP TR-FRET, EC30 ANP; 0% at EC30 ANP, 100% saturating ANP; in the data active means activation above about 40%
# Target sequence (P16066 whole entry, looked up): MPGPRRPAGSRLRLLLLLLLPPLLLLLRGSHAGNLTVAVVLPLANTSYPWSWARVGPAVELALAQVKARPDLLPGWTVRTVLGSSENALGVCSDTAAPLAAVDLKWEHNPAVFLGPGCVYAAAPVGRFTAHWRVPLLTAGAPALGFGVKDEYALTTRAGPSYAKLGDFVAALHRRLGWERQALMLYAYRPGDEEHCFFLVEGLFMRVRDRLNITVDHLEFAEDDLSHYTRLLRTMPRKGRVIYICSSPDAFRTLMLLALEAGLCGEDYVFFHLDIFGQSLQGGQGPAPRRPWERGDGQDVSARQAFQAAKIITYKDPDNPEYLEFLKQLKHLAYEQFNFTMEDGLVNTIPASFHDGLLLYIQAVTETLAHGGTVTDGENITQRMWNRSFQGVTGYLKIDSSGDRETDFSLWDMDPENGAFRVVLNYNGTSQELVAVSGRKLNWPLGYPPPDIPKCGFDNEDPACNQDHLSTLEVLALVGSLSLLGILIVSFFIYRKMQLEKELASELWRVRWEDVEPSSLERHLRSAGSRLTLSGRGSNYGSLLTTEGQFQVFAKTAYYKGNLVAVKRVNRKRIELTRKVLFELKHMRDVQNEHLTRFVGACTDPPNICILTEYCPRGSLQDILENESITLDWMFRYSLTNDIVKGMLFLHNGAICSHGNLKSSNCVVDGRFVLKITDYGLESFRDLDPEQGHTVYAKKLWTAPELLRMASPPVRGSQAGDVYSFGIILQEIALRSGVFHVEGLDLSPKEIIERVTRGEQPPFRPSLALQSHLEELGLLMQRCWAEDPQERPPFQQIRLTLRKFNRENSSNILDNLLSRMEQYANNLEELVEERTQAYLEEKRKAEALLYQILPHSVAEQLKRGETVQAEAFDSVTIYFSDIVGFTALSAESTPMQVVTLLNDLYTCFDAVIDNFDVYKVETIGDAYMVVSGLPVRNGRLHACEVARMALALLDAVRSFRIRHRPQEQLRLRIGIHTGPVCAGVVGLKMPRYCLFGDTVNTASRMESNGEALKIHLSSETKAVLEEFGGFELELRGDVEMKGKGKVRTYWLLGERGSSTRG
# FXN GAA850 act: increases GAA850 frataxin promoter reporter activity. hit rate 0.56% among 360,000. HEK293 lucGAA850 FXN promoter luciferase reporter, 24 h; percent of 10 µM SAHA response. activation, % at 6 µM;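 active means activation above the average of all compounds screened plus 3 SD, cutoff fixed separately per campaign, cut at about 7.5% in these data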;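 further: 0% = DMSO wells and 100% = 10 µM SAHA wells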
# hgDAF-12 ag: hgDAF-12 agonism, primary luciferase screen. HEK293 GAL4-hgDAF12 UAS-luciferase reporter, agonist luminescence; normalized to butyrate control. activation, % at 6.8 µM. hit rate 1.8% among 370,000. AID 687014;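 active means activation above a cutoff set at the mean of all screened compounds plus 3 SD, cut at about 10% in these data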;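 further: 0% = DMSO wells and 100% = sodium butyrate wells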
# SMARCA2 activ: increases SMARCA2 function in MMTV reporter cells. MG213 cells, MMTV-luciferase reporter, dexamethasone, overnight. hit rate 1% among 370,000. AID 652017. activation, % at 9.1 µM; in the data active means activation above about 7.8%;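 further: 0% = vehicle wells and 100% = reference activator wells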
# NPR2 activator: GC-B (human) receptor activation; P20594; HEK293-GC-B cells, CNP EC30, cGMP TR-FRET; 0% at EC30 CNP, 100% saturating CNP; activation, % at 10 µM; hit rate 0.11% among 370,000; AID 1920062;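 active means activation at 10 µM reaching about 35% in either raw or pattern-adjusted values, limit read from the data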
# DAX1 inh-1: DAX1 (NR0B1) inhibition, primary screen; HEK293T StAR-luciferase reporter, SF-1/DAX-1 repression relief; hit rate 1.1% among 370,000; AID 652010; inhibition, % at 6.8 µM;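 active means inhibition above the mean over all tested compounds plus 3 SD, cut at about 3.6% in these data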;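 further: 0% = DAX-1 cells with DMSO and 100% = cells lacking DAX-1 with DMSO; higher inhibition means more luminescence from relief of DAX-1 repression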
# sPLA2-III inh: Inhibits HGIII-sPLA2 liposome hydrolysis, primary screen. QFRET BODIPY PC-A2 liposome hydrolysis, fluorescence. inhibition, % at 12.2 µM. hit rate 0.56% among 370,000;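 active means inhibition above mean plus 3 SD of compounds lying within the high and low control bounds, cut at about 19% in these data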;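 further: 0% = median of test compound wells and 100% = no enzyme DMSO wells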
# hcDAF12 agonist: activates DAF-12 receptor from parasite H. contortus. HEK293 hcDAF-12 lit1-tk-luc reporter, luminescence; 0% DMSO, 100% Δ7-dafachronic acid. activation, % at 6.8 µM. hit rate 1.4% among 370,000. AID 652067;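 active means activation above the mean of all tested compounds plus 3 SD, cut at about 5.5% in these data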;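 further: 100% = response to 3 µM Δ7-dafachronic acid high control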
# KLK7 zymogen act: proKLK7 (human) activation, primary screen | P49862 | purified proKLK7, EDANS-DABCYL substrate fluorescence; 100% is mature enzyme control, 0% vehicle | activation, % at 7 µM | hit rate 0.9% among 370,000 | AID 652039;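 active means activation above the mean of all tested compounds plus 3 SD, computed per campaign excluding outliers beyond control limits, cut at about 13% in these data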
# DAX1 inh-2: inhibits human nuclear receptor DAX1; P51843; HEK293 Gal4-DAX1 luciferase reporter, luminescence; inhibition, % at 6.75 µM; hit rate 0.99% among 340,000; AID 504766;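 active means inhibition above the mean over all tested compounds plus 3 SD, cut at about 4.2% in these data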;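 further: 0% = DAX1-transfected cells with DMSO and 100% = empty-vector control cells with DMSO; inhibition shows as a rise in luminescence from relieved DAX1 repression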
# ssDAF-12 act: activates DAF-12 receptor from parasite S. stercoralis; HEK293 ssDAF-12/GRIP1 lit1-tk-luc reporter, luminescence; % of 3 µM dafachronic acid response; activation, % at 6.8 µM; hit rate 1% among 370,000;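 active means activation above the mean over all tested compounds plus 3 SD, cut at about 0.9% in these data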;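 further: 0% = DMSO-only wells and 100% = 3 µM delta7-dafachronic acid wells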
# Active calls of the source: *; · = no result given; & = joins results of further samples.
SMILES,NPR1 activator,FXN GAA850 act,hgDAF-12 ag,SMARCA2 activ,NPR2 activator,DAX1 inh-1,sPLA2-III inh,hcDAF12 agonist,KLK7 zymogen act,DAX1 inh-2,ssDAF-12 act
COc1cccc(C(=O)COc2ccccc2-c2ccccc2)c1,-7,2.0,-1.1,1,-3,-0.4,-13,-0.5,0.2,-0.6,-1.6
O=C(c1ccc(S(=O)(=O)N2CCCCCC2)cc1)N1CCN(Cc2ccccc2)CC1,4,0.2,-2.0,-4,4,-0.1,7,-1.6,-0.3,-1.4,-1.2
CNC(=O)C1CC(=O)N(CCc2ccc(OC)c(OC)c2)C(=Nc2ccc(F)cc2)S1 (stereo unspecified),8,2.0,1.0,-2,-2,-0.9,-3,-1.1,-0.1,-1.1,-1.1
CCOc1ccc(CN2CCN(Cc3ccc4cc(F)ccc4n3)CC2CCO)cc1 (stereo unspecified),1,1.4,-0.8,1,4,-0.5,-10,0.2,-0.4,-0.4,-0.2
CCOC(=O)C1CC(c2ccc(Cl)cc2)=NNC1=O (stereo unspecified),36,-0.3,-1.2,-1,4,-0.4,-37,-1.2,0.6,-0.7,-1.4
O=C(CN(C1CCCCC1)S(=O)(=O)c1ccc(F)cc1)NCC1CCCO1 (stereo unspecified),0,12*,7.0,-1,-2,-1.9,11,1.4,0.4,0.1,0.2
O=C(NCc1nnnn1-c1ccc(F)cc1)C1CC(=O)N(c2ccc(F)cc2)C1 (stereo unspecified),-2,0.0,-1.4,-4,2,2.0,3,2.5,-0.2,0.1,-0.8
CCCC1(C(=O)O)NC(c2ccccc2O)C2C(=O)N(Cc3ccccc3)C(=O)C21 (stereo unspecified),2,0.6,0.6,-1,0,0.5,0,-1.5,0.2,2.1,-1.4
O=C(N[C@H](C(=O)N1CCC[C@H]1C(=O)NC1CCCC1)C1CCCCC1)c1nccs1,1,·,1.7,-2,8,0.4,4,0.8,-0.4,·,-0.9
COC(=O)[C@]12C[C@H](CC(=O)N3CCOCC3)C(=O)N(Cc3cccc4ccccc34)C1=C[C@H](C(C)C)O[C@@H]2C1CC1,-31,·,-0.5,-7,-18,0.1,-1,-1.4,0.8,·,-1.9
COc1ccccc1CNC(=O)C1CCN(C(=O)NC2CCCCC2)CC1,7,0.1,1.8,-1,2,-1.7,0,-0.9,-0.5,1.1,-0.1
Cc1c(C(=O)Nc2ccc(F)cc2)sc2ncn(CC(=O)N3CCCCC3)c(=O)c12,8,2.0,0.6,-1,0,-0.5,-6,3.4,0.8,-0.3,-0.1
Cc1cnc(-c2nc3ccccc3n2C(C(=O)NC(C)(C)C)c2ccccc2)cn1 (stereo unspecified),-14,·,-2.5,-3,-15,1.0,3,0.1,3.3,·,-1.1
O=C(Nc1ccc(F)cc1F)C1CCN(c2nnc(-n3cccc3)s2)CC1,-1,·,0.4,4,-3,0.7,-3,-1.3,0.1,·,-1.3
O=S(=O)(c1ccc(C(F)(F)F)cc1)N1CCN(CCOc2ccccc2)CC1,5,-0.1,2.2,-1,3,-2.0,-6,0.7,0.5,2.0,-1.0
CC(=O)c1cccc(N(C(=O)c2ccco2)C(C(=O)NC2CCCC2)c2ccc(N3CCOCC3)cc2)c1 (stereo unspecified),2,2.3,1.0,4,0,-0.4,4,0.7,0.6,0.5,-1.1
CC1(C)CC(CC(=O)Nc2ccc([N+](=O)[O-])cc2)C(=O)O1 (stereo unspecified),-4,0.1,0.3,1,5,0.4,1,0.0,-0.2,0.9,-1.3
Cc1cc(C)nc(/N=C2\NC(=O)CC(C(=O)O)N2CCc2c[nH]c3ccccc23)n1 (stereo unspecified),2,1.0,0.5,-3,-1,-0.3,5,1.2,0.1,-0.3,-0.7
Cc1cccc(C)c1NC(=O)CN(c1ccccn1)S(=O)(=O)c1ccc(F)cc1,-2,-1.3,4.5,1,2,-0.8,2,-0.6,0.7,0.3,-1.2
CCOC(=O)c1ccc(N2C(=O)C(O)=C(C(C)=O)C2c2ccc(O)c(OC)c2)cc1 (stereo unspecified),-1,-0.2,-1.4,-1,11,0.2,-9,-1.6,0.8,-0.6,-0.7
O=C(CCCn1c(=O)oc2ccccc21)N1CCc2ccccc2C1,2,2.8,5.4,-3,2,1.0,9,7.9*,0.5,0.1,0.6
O=C(CNC(=O)c1ccco1)OCc1ccc(C(=O)c2ccccc2)cc1,7,-0.7,2.6,1,0,-0.3,1,0.1,-0.1,-0.6,-1.3
COC(=O)c1ccc(NC(=O)CCn2cccc2)cc1,4,3.2,1.9,2,-6,-0.3,-27,1.9,0.9,0.8,-1.0
CN1C/C(=C/c2cccs2)C(=O)/C(=C\c2cccs2)C1,1,1.4,2.6,2,1,0.7,-6,-0.1,-0.4,0.1,-1.3
COc1ccc(C2(c3ccc(OC)cc3)NC(=O)N(CC(=O)Nc3ccc(C(=O)N(C)C)cc3)C2=O)cc1,3,1.4,0.3,-1,0,-2.5,-16,-2.3,0.6,-0.7,-1.4

# 3 compounds picked at random from the list so far:
SMILES,NPR1 activator,FXN GAA850 act,hgDAF-12 ag,SMARCA2 activ,NPR2 activator,DAX1 inh-1,sPLA2-III inh,hcDAF12 agonist,KLK7 zymogen act,DAX1 inh-2,ssDAF-12 act
O=C(CNC(=O)c1ccco1)OCc1ccc(C(=O)c2ccccc2)cc1,7,-0.7,2.6,1,0,-0.3,1,0.1,-0.1,-0.6,-1.3
COC(=O)c1ccc(NC(=O)CCn2cccc2)cc1,4,3.2,1.9,2,-6,-0.3,-27,1.9,0.9,0.8,-1.0
CCOC(=O)C1CC(c2ccc(Cl)cc2)=NNC1=O (stereo unspecified),36,-0.3,-1.2,-1,4,-0.4,-37,-1.2,0.6,-0.7,-1.4

# Remaining list, next part
SMILES,NPR1 activator,FXN GAA850 act,hgDAF-12 ag,SMARCA2 activ,NPR2 activator,DAX1 inh-1,sPLA2-III inh,hcDAF12 agonist,KLK7 zymogen act,DAX1 inh-2,ssDAF-12 act
Cc1cc(Br)c2[nH]cc(CCNC(=O)c3ccco3)c2c1,-7,1.0,-2.1,-1,2,-0.4,-24,-3.0,-0.1,-0.3,-1.4
COc1ccc(F)cc1C(=O)C1CCCN(Cc2c(C)n(C)n(-c3ccccc3)c2=O)C1 (stereo unspecified),-3,2.7,0.3,1,2,-0.2,4,0.2,3.5,-0.1,-0.7
COc1cccc(C(=O)c2cn(CC(=O)NCc3ccco3)c3nc(C)ccc3c2=O)c1,0,0.1,-0.7,-2,0,-0.5,-3,-1.8,-0.2,-0.3,-1.3
CCN(CC)CCNC(=O)c1ccc(NC(=O)c2ccc(-n3cncn3)c([N+](=O)[O-])c2)cc1,0,1.9,-1.1,-7,-2,-1.8,16,-0.8,-0.6,1.5,-1.3
Cc1ncc(C[n+]2csc(CCO)c2C)c(N)n1,1&3,0.3&2.4,-1.4&0.0,-3&-1,3&4,0.3&0.3,-2&3,-1.0&-0.7,0.8&0.7,-0.9&-1.1,-0.5&-0.8
COc1cccc(-c2cc(C(=O)N3CCN(c4ccc(F)cc4)CC3)no2)c1,1,2.0,-1.2,2,-2,0.6,-2,-2.4,-0.7,0.3,-0.7
CCN(CC)c1ccc(S(=O)(=O)N2CCOCC2)cc1NC(=O)COC(=O)COc1ccccc1C,-3,3.2,-0.7,7,-1,-0.1,-12,-0.2,1.4,-0.3,-0.8
Cc1cc(C)c(NC(=O)C2CCCN2CCC(C)C)c(C)c1 (stereo unspecified),-1,-0.4,0.1,-3,1,-0.2,-6,-1.3,-0.4,4.8*,-1.0
Cc1ccc(NC(=O)c2cc(Cl)ccc2[N+](=O)[O-])cc1C,2,0.3,0.6,-1,0,-1.2,1,-2.5,0.1,-0.8,-1.7
COc1ccc(C(CC(=O)c2ccccc2)S(=O)(=O)c2ccc(C)cc2)cc1 (stereo unspecified),-15,1.5,6.0,2,-7,1.9,-1,3.3,0.6,0.8,-0.3
COc1ccc(CN2CCN(CCC(C)C)C(CCO)C2)cc1Cn1cccn1 (stereo unspecified),4,2.5,-0.8,2,3,0.2,6,0.5,0.4,1.1,-1.0
CN1CCN(C(=O)c2cc3cc(F)ccc3[nH]2)CC1,10,0.1,-0.3,-1,15,0.4,3,2.2,0.1,0.0,-0.4
O=C(COc1ccccc1Cl)NNC(=O)Cn1[nH]c(=O)c2ccccc2c1=O,-3,2.9,-2.5,-3,-3,1.4,6,-0.4,0.2,0.4,-1.6
COc1ccc(C)cc1Nc1nnc(C)c(=O)[nH]1,1,-0.3,-2.1,-4,-4,0.4,3,-0.6,-0.2,0.2,-0.3
CCN(CC)C(=O)[C@H]1C[C@H](CC(=O)NCC23CC4CC(CC(C4)C2)C3)C(=O)N2CCc3c([nH]c4cc(CCC(=O)N(C)C)ccc34)[C@]12C,1,3.8,-7.0,-4,-3,-0.9,-21,-4.0,1.5,-1.9,-1.1
Cc1cn(COC/C=C/c2ccccc2)c(=O)[nH]c1=O,-4,-1.5,-0.8,3,-5,0.1,3,-2.2,0.4,1.8,-0.2
O/N=C/c1cccc[n+]1CCCCCC[n+]1ccccc1/C=N/O,2,1.5,-0.1,-3,7,0.5,3,-2.5,-0.4,2.4,-1.2
CCc1cccc(NC(=O)Cn2c(=O)c3cccn3c3ccccc32)c1,-4,1.9,-0.1,-2,-5,0.2,1,0.3,0.0,0.0,-1.2
Nn1c(SCc2cccc(F)c2)nnc1-c1ccncc1,1,2.4,0.8,3,2,-0.6,4,0.9,-0.4,·,-0.5
COC(=O)[C@H](CCSC)NC(=O)NCc1ccccc1F,0,-2.1,0.6,-1,-1,-0.5,4,-0.3,-0.1,0.2,-1.2
O=C(Nc1nc2ccccc2[nH]1)C1CCN(S(=O)(=O)c2cccs2)CC1,15,1.7,-2.8,2,4,-1.0,-3,-1.2,0.1,-1.4,-1.6
COc1ccc(OC)c(CN(CC(F)(F)F)S(=O)(=O)c2ccccc2Br)c1,-1,·,-1.5,-2,-3,-0.4,-5,-0.6,-0.3,·,-0.7
CCN(CC)CCCNC(=O)CSc1nnc(-c2ccncc2)n1-c1ccc(OC)cc1,4,·,-0.3,-3,-1,0.9,16,-2.4,0.1,·,-0.5
O=C(CN1C(=O)NC2(CCCC2)C1=O)N1CCN(S(=O)(=O)c2ccccc2F)CC1,-1,-1.8,1.4,0,1,1.3,0,-0.9,0.2,0.3,-1.1
CN(C)c1ccc(C(=O)NCc2ccc3c(c2)CCO3)cc1,-1,3.4,0.6,-1,8,0.2,2,-0.9,0.2,·,-1.2
Cc1cccc(C)c1NC(=O)C(c1ccc(C#N)cc1)n1c(=O)c(-c2ccco2)nc2ccccc21 (stereo unspecified),-2,·,1.3,0,-5,1.4,3,-1.2,-4.7,·,-0.8
